# Screening results deposited in PubChem by National Center for Advancing Translational Sciences (NCATS).
# Glioma ERSR ind: inducers of ER stress response in human glioma cells; U87-MG GRP78 promoter luciferase reporter, 16 h; Potency, µM, inactives show at the highest dose activation, most hits filed as activators; 420,000 compounds, 0.02% hits; also: potency is read from the fitted curve at half-maximal effect; series mostly up to about 76 µM; % of control where 0% means no effect; nearly all actives have a fitted effect of over 35% in size
#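 Stably transfected U87-MG glioma cells carrying a GRP78-based luciferase sensor; 16 h compound incubation. Luminescence end-point read 10 min after Bright-Glo addition at room temperature.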
# RXFP1 agonist: RXFP1 (human) receptor agonism; Q9HBX9; HEK293T-RXFP1 cAMP TR-FRET, 30 min; response scale: percent of porcine relaxin response, buffer zero; Potency, µM (top dose mostly 57.5 µM), inactives show at the highest dose activation, actives largely listed as activators; 370,000 compounds, 0.3% hits; AID 2676; also: potency is read from the fitted curve at half-maximal effect; % is scaled to controls: 0 for no effect and ±100 for the full control effect; nearly all actives have a fitted effect of over 60% in size; many of its hits are not listed in these tables
#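 Agonist response is measured as cAMP accumulation in an RXFP1-transfected HEK293T line under PDE4 inhibition. Values are scaled between buffer-only and 29 nM porcine relaxin, and EC50s come from standard Hill equation fits.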
# USP1-UAF1 inh: USP1/UAF1 (human) deubiquitinase inhibition | O94782 | recombinant USP1/UAF1, Ub-Rhodamine cleavage fluorescence | Potency, µM (titrated, usually from 57.1 µM), inactives show at the top dose activity change, negative = inhibition, hits mostly inhibitors | 390,000 compounds, 0.23% hits | AID 743255; also: potency is read from the fitted curve at half-maximal effect; % is scaled to controls: 0 for no effect and ±100 for the full control effect; nearly all actives have a fitted effect of over 60% in size; inactives centre near -12
#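 High-throughput fluorogenic screen: 1nM USP1/UAF1 complex, Ub-Rho substrate 150nM final, 50mM HEPES pH 7.8 with 0.5mM EDTA, 0.1 mg/ml BSA, 1mM TCEP and 0.01% Tween-20.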
# LDHA inh: LDHA (human) enzyme inhibition. activity change, % (values are at about 110 or 230 µM). P00338. 480,000 compounds, 0.15% hits. purified LDHA, NADH/diaphorase-resazurin fluorescence; stronger effect = lower value. AID 1347041; in the data active = activity change below about -30%; inconclusive = mostly about -25% to -30%;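 also: plate controls were DMSO wells for no effect and wells without enzyme for full effect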
#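 LDH5 2 nM; NADH 0.06 mM, pyruvate 0.2 mM; 200 mM Tris pH 7.4, EDTA, Tween-20; 5 min RT. Detection: diaphorase 0.133 mg/mL + resazurin 37 µM, fluorescence ex540/em590 at 0 and 20 min; normalized to enzyme-free and DMSO wells.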
# Vif-A3G inh: blocks the Vif interaction with human APOBEC3G; 410,000 compounds, 0.076% hits; HeLa A3G-eYFP + Vif (tagged APOBEC3G with the HIV-1 protein that degrades it), YFP fluorescence, overnight; Potency, µM (doses to about 46.1 µM), without a hit: top-dose activity, negative = active, actives largely listed as inhibitors; AID 602310; Q9HC16;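 also: potency is read from the fitted curve at half-maximal effect; % is scaled to controls: 0 for no effect and ±100 for the full control effect; nearly all actives have a fitted effect of over 60% in size; hits raise eYFP signal because A3G escapes Vif-driven loss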
#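 HeLa cells stably expressing Vif and C-terminally eYFP-tagged A3G, seeded overnight at 37 deg C, then exposed to compound by pintool overnight at 37 deg C. Rise in yellow fluorescence (Ex 488/Em 500-530, Acumen) marks blocked Vif-driven A3G degradation.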
# PI4K2A inh: blocks human PI4K2A kinase activity; 420,000 compounds, 0.13% hits; activity change, negative = inhibition, % at 76.9 µM; Q9BTU6; purified PI4K2A, ADP-Glo luminescence, 1 h; stronger effect = lower value; AID 1346378; in the data active = activity change below about -50%; inconclusive = mostly about -30% to -49%;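 also: -100% = wells without enzyme as full effect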
#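 ADP-Glo luminescence measured ADP generated by PI4K2A enzyme (4 ug/mL before mixing) with 1.2 mM PI substrate (pre-mix) and 300 microM ATP (pre-mix). Tris pH7.5 buffer with MgCl2, Triton X-100; 1 h reaction at ambient temperature.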
# IDH1 R132H inh: inhibitors of human mutant IDH1 R132H. O75874. IDH1-R132H enzyme, NADPH consumption, diaphorase/resazurin fluorescence. Potency, µM (titrated, usually from 76.6 µM), for the others: at the top dose activity change, negative = inhibition, usual class: inhibitors. 390,000 compounds, 0.093% hits. AID 602179; also: potency is read from the fitted curve at half-maximal effect; % is scaled to controls: 0 for no effect and ±100 for the full control effect; nearly all actives have a fitted effect of over 65% in size
# Target sequence (O75874 whole entry R132H, stated change not applied): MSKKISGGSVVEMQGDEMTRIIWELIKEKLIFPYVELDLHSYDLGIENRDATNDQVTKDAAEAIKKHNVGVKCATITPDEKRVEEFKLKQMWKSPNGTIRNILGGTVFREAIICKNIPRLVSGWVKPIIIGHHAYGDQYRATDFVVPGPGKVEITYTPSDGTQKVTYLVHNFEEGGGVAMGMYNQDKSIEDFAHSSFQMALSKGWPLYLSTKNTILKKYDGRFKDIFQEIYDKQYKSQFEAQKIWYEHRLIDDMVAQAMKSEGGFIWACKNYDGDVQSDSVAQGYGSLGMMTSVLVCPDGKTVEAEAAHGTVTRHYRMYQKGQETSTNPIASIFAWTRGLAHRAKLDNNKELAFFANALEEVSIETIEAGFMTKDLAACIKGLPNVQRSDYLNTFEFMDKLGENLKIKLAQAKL
#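 IDH1-R132H (0.5 ug/mL) preincubated 30 min with compound, then NADPH (0.016 mM) and alpha-KG (2 mM) added; 80 min at RT, pH 7.5. Remaining NADPH coupled via diaphorase/resazurin to fluorescence (540/590 nm); concentration-response curves normalized to no-enzyme control.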
# TrxR1 substrate: is turned over as a substrate by rat TrxR1; O89049; purified TrxR1 substrate turnover, NADPH consumption readout; Potency, µM (highest dose often 114 µM), for inactives: at the highest dose activity change, negative = substrate turnover; 390,000 compounds, 0.01% hits; AID 588456; also: potency is read from the fitted curve at half-maximal effect; % is scaled to controls: 0 for no effect and ±100 for the full control effect; nearly all actives have a fitted effect of over 50% in size
# Target sequence (O89049 whole entry, looked up): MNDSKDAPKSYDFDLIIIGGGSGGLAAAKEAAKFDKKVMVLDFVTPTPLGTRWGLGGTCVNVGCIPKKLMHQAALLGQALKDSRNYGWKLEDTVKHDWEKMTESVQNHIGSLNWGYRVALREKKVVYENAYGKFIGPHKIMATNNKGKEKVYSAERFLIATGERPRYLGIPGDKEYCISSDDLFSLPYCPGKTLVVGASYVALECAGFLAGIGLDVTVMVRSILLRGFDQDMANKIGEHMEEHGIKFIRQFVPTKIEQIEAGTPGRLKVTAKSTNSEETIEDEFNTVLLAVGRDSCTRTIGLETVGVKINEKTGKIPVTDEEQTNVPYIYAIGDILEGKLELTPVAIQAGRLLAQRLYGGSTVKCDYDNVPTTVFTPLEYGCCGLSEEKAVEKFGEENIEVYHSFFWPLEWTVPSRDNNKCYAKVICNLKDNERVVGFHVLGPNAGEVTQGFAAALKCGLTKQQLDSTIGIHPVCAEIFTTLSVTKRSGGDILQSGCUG
#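 Rat TrxR1, dispensed at 90 nM, was prereduced with 400 uM NADPH (final) for 5 min at ~22 deg C, then incubated with compound 15 min before 400 uM selenite. A first-read NADPH fluorescence drop versus no-compound background flagged substrates.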
# Vif-A3F inh: blocks the Vif interaction with APOBEC3F. Potency, µM (highest dose often 46.1 µM), without a hit: at the highest dose activity, negative = active. AID 602313. HeLa A3F-eYFP + Vif (tagged APOBEC3F with the HIV-1 protein that degrades it), YFP fluorescence increase. 390,000 compounds, 0.2% hits; also: potency is read from the fitted curve at half-maximal effect; % of control where 0% means no effect; nearly all actives have a fitted effect of over 65% in size
#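 HeLa cells stably expressing Vif plus C-terminally eYFP-tagged A3F were seeded, incubated overnight at 37 deg C, dosed with compound, incubated overnight again at 37 deg C. Yellow fluorescence (Ex 488/Em 500-530) reported blocked Vif-mediated A3F-eYFP degradation.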
# Starred values were filed as active, the others as inactive; ? = inconclusive; . = no result given; & = joins results of further samples; [ ] = another dose, or the depositor's remark. Unless noted, calls follow the shape of the dose curve; as a rule, active = well fitted curve in the direction sought with a large enough effect; inconclusive = small, poorly fitted or top-dose-only effect, or another doubt; inactive = no such curve, though single readings can be large; an effect the other way counts as inactive or inconclusive. The list is partial. The share of hits here may be higher or lower than overall.
# Sample of the layout, 2 compounds:
SMILES,Glioma ERSR ind,RXFP1 agonist,USP1-UAF1 inh,LDHA inh,Vif-A3G inh,PI4K2A inh,IDH1 R132H inh,TrxR1 substrate,Vif-A3F inh
COc1ccc(OCc2cccc(C(=O)Nn3cc([N+](=O)[O-])cn3)c2)cc1,-11%,1.1%,-23%,5,0%,-2,4%,-5%,-1%
OCCCc1nc2n(n1)C(c1cccc(Cl)c1)C=C(c1ccccc1)N2 (stereo not drawn),-2%,2.2%,?,-3,-10%,-2,0%,7%[57.1 µM],-1%

# The listing, repeating the preview:
SMILES,Glioma ERSR ind,RXFP1 agonist,USP1-UAF1 inh,LDHA inh,Vif-A3G inh,PI4K2A inh,IDH1 R132H inh,TrxR1 substrate,Vif-A3F inh
COc1ccc(OCc2cccc(C(=O)Nn3cc([N+](=O)[O-])cn3)c2)cc1,-11%,1.1%,-23%,5,0%,-2,4%,-5%,-1%
OCCCc1nc2n(n1)C(c1cccc(Cl)c1)C=C(c1ccccc1)N2 (stereo not drawn),-2%,2.2%,?,-3,-10%,-2,0%,7%[57.1 µM],-1%
Cc1ccc(OCCN2CCCCCC2)c(C)c1,-3%,3.1%,-2%,-6,-7%,15,3%,5%,1%
Cc1csc(NC(=O)CCC(=O)N(CC(=O)NC2CCCCC2)c2ccccc2)n1,3%,0.8%,-2%,-8,0%,3,-11%,0%,1%
CCOc1cccc(C(=O)Nc2ccc(N(CC)CC)cc2)c1,4%,-0.5%,-17%,-10,-19%,6,-1%,-11%,-6%
Cc1ccc(C(=O)/C=C/c2ccco2)c(O)c1,2%,0.2%,-26%,4,-11%,1,-4%,4%[57.1 µM],0%
CN(C)C1=NCCN1CC1CCCCCC1,-3%,0.2%,-4%,-4,2%,3,17%,11%[57.1 µM],4%
CC1(C)CC(=O)C2=C(C1)NC(=S)C(C#N)C21CCCCC1 (stereo not drawn),-1%,0.0%,-20%,2,2%,2,13%,-4%,3%
COCCC(=O)N1CCCC(C(=O)c2ccccc2SC)C1 (stereo not drawn),-1%,.,-9%,-1,6%,2,-1%,1%,15%
C[C@H](CCC(=O)NCC(=O)O)[C@H]1CC[C@H]2C3[C@H](O)C[C@@H]4C[C@H](O)CC[C@]4(C)[C@H]3C[C@H](O)[C@]12C (stereo partly drawn),-2%,0.6%,-24%,-7,2%,-3,1%,4%,-2%
CC(OC(=O)c1ccc([N+](=O)[O-])cc1)C(=O)NCC1CCCCC1 (stereo not drawn),-3%,.,-1%,-3,-3%,-3,4%,9%[57.1 µM],0%
O=C(NC1CCS(=O)(=O)C1)c1ccccc1C(=O)c1ccccc1 (stereo not drawn),-7%,-0.8%,2%,2,1%,1,-1%,-6%,-8%
CN(C)C(=O)CNc1ccn2nc(-c3cccc(OCCN4CCOCC4)c3)cc2n1,-1%,.,.,-7,-3%,-1,.,.,.
Cc1c(Cl)cccc1NC(=O)C(=O)NNC(=O)c1ccccc1F,4%,-0.2%,-24%,-3,0%,-3,-7%,-5%,-6%
CCOC(=O)C1CCCCN1Cc1cn(C)nc1-c1ccccc1F (stereo not drawn),-1%,0.0%,-17%,-6,2%,1,7%,6%,4%
CC(C)(O)C#Cc1ccc(CN2CCN(C3CCCCC3)C(CCO)C2)cc1 (stereo not drawn),0%,-1.0%,-24%,2,-6%,2,-6%,-5%,1%
COc1ccc(NC2CCCN(Cc3cccc4cnccc34)C2)cc1OC (stereo not drawn),-3%,-0.2%,0%,13,1%,0,10%,2%,15%
O=C(Nc1ccc(OCCO)cc1)c1csc([C@H]2C[C@H](O)[C@@H](CO)O2)n1,-2%,.,.,-4,2%,6,.,.,.
CC(C)CN(C(=O)COc1ccc2ccc(=O)oc2c1)C1CCS(=O)(=O)C1 (stereo not drawn),-2%,10%,-4%,1&-11,0%,-19,0%,45%[activator],-9%
CN(C)N(C)C(=O)C(O)(c1ccccc1)c1ccccc1,-2%,0.3%,-21%,-4,4%,0,6%,-2%[57.1 µM],?
O=C(N/N=C/c1cccc(F)c1)c1ccc(Cl)cc1,10%,-1.0%,-14%,-8,-3%,8,3%,1%[57.1 µM],0%
Oc1ccc(C[C@H]2CNC(=S)N2C[C@H]2CCCN2C[C@H](Cc2ccccc2)N2C[C@H](Cc3ccc(O)cc3)N(CC3CCCCCC3)C2=S)cc1,-7%,.,.,-13,-12%,0,.,.,.
CCOC(=O)N1CCN(C(=O)c2cn(CC)c3ccc(S(=O)(=O)N4CCCCC4)cc3c2=O)CC1,-4%,-0.5%,-9%,-1,2%,1,1%,-2%,5%
Cc1ccc([C@@H]2CC(=O)[C@@H]3CN(S(=O)(=O)c4ccc(C)cc4)[C@H](c4cccc5ccccc45)C[C@@H]3N2S(=O)(=O)c2ccc(Cl)cc2)cc1,-1%,.,-28%,-5,0%,1,1%,.,-2%
Cc1ccccc1-c1cc2nc(NCc3ccccc3F)n(C)c(=O)c2s1,3%,.,.,-14,1%,-2,.,.,.
CCOc1ccc(S(=O)(=O)N2CCCC(C(=O)N3CCOCC3)C2)cc1Cl (stereo not drawn),3%,0.8%,-19%,2,-1%,-2,1%,0%[57.1 µM],-3%
COc1ccc(Oc2cc(Cl)nc(N)n2)cc1,-3%,2.1%,-14%,-3,1%,5,-7%,-3%,7%
O=C(Nc1nnc([C@H]2C[C@H](O)[C@@H](CO)O2)s1)c1cccc(Oc2ccccc2)c1,3%,.,.,-1,-7%,1,.,.,.
CN(C)/C=N/c1cc(=O)n(C)c(=O)n1CC1CC1,-4%,-0.8%,-12%,1,1%,6,5%,-7%,-5%
O=C(NCCc1ccccc1)c1ccc2c(c1)OCCO2,-13%,4.6%,-16%,-14,1%,-6,7%,7%[57.1 µM],-2%
S=C(NCc1ccco1)Nc1ccc(Oc2ccc(Cl)cc2)cc1,-1%,-0.2%,-8%,-10,-7%,-3,-4%,4%[57.1 µM],-15%
CC(C)(C)OC(=O)N1CCC(C(=O)NCC2CCCO2)CC1 (stereo not drawn),-3%,1.0%,-4%,-4,1%,-4,2%,7%[57.1 µM],-2%
COc1ccc(C(=O)CSc2nc(=O)n3ccc(C)cc3n2)cc1,-4%,.,-15%,-2,8%,0,15%,.,4%
Cc1nn(C)cc1C(C(=O)NC1CCCCC1)N(CCc1ccccc1)C(=O)c1cnccn1 (stereo not drawn),-3%,-1.5%,-14%,0,6%,-2,20%,-3%,-3%
COc1cccc(CC(=O)NC2CCCN(Cc3ccccc3F)C2)c1 (stereo not drawn),-4%,1.2%,-18%,-1,-8%,-2,2%,2%,1%
Cc1ccc(S(=O)(=O)NC(CC(C)C)C(=O)N2CCOCCOCCOCC2)cc1 (stereo not drawn),-5%,1.1%,2%,-1,1%,2,5%,4%[57.1 µM],4%
Cc1ccc(C2N(C)c3ccccc3-c3nc4ccccc4n32)o1 (stereo not drawn),4%,1.1%,-13%,-6,-1%,7,-4%,388%[activator],0%
Cc1ccccc1OCCCn1c(-c2ccc(Cl)cc2)nc2ccccc2c1=O,-5%,1.0%,-25%,-4,4%,-2,5%,0%,-7%
CCOC(=O)c1c(NC(=O)c2ccccc2Br)sc2c1CCc1ccccc1-2,-3%,0.3%,-18%,-1,1%,2,4%,14%[57.1 µM],4%
NC(=O)c1ccc(NC(=O)COC(=O)CCCN2C(=O)c3cccc4cccc(c34)C2=O)cc1,-4%,1.4%,-9%,-9,1%,6,2%,21%,1%
Cc1nnc(NC(=O)c2ccccc2)s1,0%,-0.5%,7%,-3,2%,1,0%,-3%,4%
CN(C)c1ccc(/C=N/NC(=O)C(=O)/C=C2\NC3(CCCC3)Cc3ccccc32)cc1,-2%,0.3%,-21%,-1,4%,-5,8%,-11%,-17%
CNC(=O)C1CCCN(c2nnc(C)c3c(C)n(-c4ccccc4)nc23)C1 (stereo not drawn),-1%,?,-16%,3,-2%,-2,-9%,9%,0%
S=C(NCc1ccccn1)Nc1ccc(Cl)cc1,-2%,0.4%,-7%,-3,0%,?,3%,13%,.
NS(=O)(=O)c1ccc(N/N=C2/CCCCC2C2CCCCC2)c([N+](=O)[O-])c1 (stereo not drawn),-15%,3.9%,-14%,1,5%,-1,-16%,-10%,2%

# Reprinted at random: two compounds from above, in no set order.
SMILES,Glioma ERSR ind,RXFP1 agonist,USP1-UAF1 inh,LDHA inh,Vif-A3G inh,PI4K2A inh,IDH1 R132H inh,TrxR1 substrate,Vif-A3F inh
NS(=O)(=O)c1ccc(N/N=C2/CCCCC2C2CCCCC2)c([N+](=O)[O-])c1 (stereo not drawn),-15%,3.9%,-14%,1,5%,-1,-16%,-10%,2%
CNC(=O)C1CCCN(c2nnc(C)c3c(C)n(-c4ccccc4)nc23)C1 (stereo not drawn),-1%,?,-16%,3,-2%,-2,-9%,9%,0%
